High-throughput results: PubChem, several laboratories
Mtb RmlCD inh: blocks M. tuberculosis RmlC and RmlD coupled enzymes. P9WH09+P9WH11. RmlC+RmlD coupled enzyme assay, percent inhibition; primary screen in compound mixtures. inhibition, % at 3.6 µM. 0.03% of 160,000 active. AID 1533; in the data active means inhibition mostly above about 34%, no sharp cut-off; further: some results filed as inactive read as strong as hits
Target sequence (P9WH09 whole entry, looked up): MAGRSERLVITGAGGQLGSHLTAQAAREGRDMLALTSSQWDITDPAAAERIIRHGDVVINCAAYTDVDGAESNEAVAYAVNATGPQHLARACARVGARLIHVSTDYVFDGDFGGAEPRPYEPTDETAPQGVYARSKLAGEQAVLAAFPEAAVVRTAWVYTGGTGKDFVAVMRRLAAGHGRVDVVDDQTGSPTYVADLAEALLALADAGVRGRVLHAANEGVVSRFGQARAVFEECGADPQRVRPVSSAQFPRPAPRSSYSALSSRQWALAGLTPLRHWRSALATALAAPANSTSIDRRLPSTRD
Target sequence (P9WH11 whole entry, looked up): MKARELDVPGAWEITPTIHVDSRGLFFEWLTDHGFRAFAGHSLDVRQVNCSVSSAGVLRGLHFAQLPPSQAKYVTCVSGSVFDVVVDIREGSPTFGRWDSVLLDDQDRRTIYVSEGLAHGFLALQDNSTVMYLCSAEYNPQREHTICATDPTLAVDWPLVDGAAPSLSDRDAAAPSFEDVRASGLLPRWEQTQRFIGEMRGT
M. tuberculosis GlmU: inhibition of mycobacterial GlmU enzyme – biochemical, glucosamine-1-phosphate acetyltransferase (AID 1376). M. tuberculosis GlmU acetyltransferase enzyme assay; higher % means a stronger effect. inhibition, %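 (tested at 30 µM in the primary screen)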, or IC50 in µM where a hit was titrated. 0.25% of 220,000 active; in the data active means inhibition above about 13%;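 further: 0% = complete reaction with vehicle and 100% = reaction without substrate; strong numbers were not always called active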
* hit, by the source's call; / = not tested or not shown.

Fields: M. tuberculosis GlmU, Mtb RmlCD inh
- COc1ccc(-c2cn3cc([N+](=O)[O-])ccc3n2)cc1OC
    -1.2%, 2
- Cc1ccc(C)c(OCC(=O)Nc2c[nH]c(=O)[nH]c2=O)c1
    -5.1%, 11
- O=[N+]([O-])c1ccccc1N/N=C1\CCc2ccccc21
    -5.8%, /
- O=C(O)CCC(=O)NCc1c(Cl)cccc1Sc1ccc(Cl)cc1
    -2.8%, 7
- O=C(NCC1CCCO1)C1CCC(CNS(=O)(=O)c2ccccc2)CC1 (stereo unspecified)
    -4.0%, 12
- CC(C)C(=O)Nc1nnc(COc2ccc(Cl)cc2)s1
    2.8%, /
- CN(c1ccccc1)S(=O)(=O)c1ccc(Cl)c(C(=O)Nc2ccc(-c3nc4ccccc4[nH]3)cc2)c1
    -0.9%, 4
- O=C(N/N=C/c1cn(-c2cccs2)nc1-c1ccccc1)c1ccccc1O
    -5.7%, 7
- CCOC(=O)c1ccc(NC(=O)CN2CCN(CCN=CC3=C(O)CC(C)(C)CC3=O)CC2)cc1
    9.2%, /
- O=C(Nc1ccccc1)c1ccccc1Oc1ccc(C(F)(F)F)cc1[N+](=O)[O-]
    2.4%, /

Later entries.
Fields: M. tuberculosis GlmU, Mtb RmlCD inh
- O=C1c2ccccc2C(=O)c2c([N+](=O)[O-])ccc(O)c21
    4.7%, 22
- CCCS(=O)(=O)c1c(S(=O)(=O)CCC)c2cnccn2c1C(=O)c1ccc(F)cc1
    7.2%, /
- CNC(=S)NNC(=O)Cc1ccccc1
    5.5%, -3
- CN1CCNC(=O)C1CC(=O)N1CC=C(c2ccc(F)cc2)CC1 (stereo unspecified)
    1.2%, 2
- COc1nccnc1NS(=O)(=O)c1ccc(NC(=S)NC(=O)c2ccc(F)c(F)c2)cc1
    -4.4%, 6
- COc1ccc(/C(C)=N\NS(=O)(=O)c2ccccc2)cc1OC
    0.8%, -13
- CN(C(=O)COC(=O)c1ccc(Cl)nc1)C1CCS(=O)(=O)C1 (stereo unspecified)
    0.9%, 6
- CCCCn1c(O)c(C=NCCN2CCCCC2)c(=O)[nH]c1=O
    0.9%, 1
- COCCN(C(=O)C1CC1)c1nnc(-c2ccc(C)cc2)s1
    3.3%, /
- CCOc1ccc2nc(N3CCC(C(=O)Nc4nnc(CC)s4)CC3)sc2c1
    -3.0%, 0

(next part)
Fields: M. tuberculosis GlmU, Mtb RmlCD inh
- Cc1cc(C(=O)COC(=O)c2cc(O)c3ccccc3c2O)c(C)n1CC1CCCO1 (stereo unspecified)
    4.9%, 2
- COc1ccc(NC(=O)CCCC(=O)OCC(F)(F)C(F)F)cc1
    3.7%, /
- CN(C)CCNc1oc(/C=C/c2ccccc2)nc1C#N
    -4.2%, 11
- CCc1cc2c(=O)[nH]c(CC(N)=O)nc2s1
    -4.7%, 7
- Cc1nn(C(=O)CCCn2cc([N+](=O)[O-])cn2)c(C)c1Cl
    -6.2%, -8
- CCc1cc2c(=O)c(-c3cscn3)coc2cc1OC
    1.5%, /
- Cc1ccc(C)c(NC(=S)N(CCN(C)C)C(C)c2ccccn2)c1 (stereo unspecified)
    -5.0%, -2
- Cc1ccc(S(=O)(=O)N(C)C)cc1NC(=O)CN1C(=O)NC2(CCCc3ccccc32)C1=O (stereo unspecified)
    2.9%, 3
- COc1cccc(NC(=O)CSc2nnc(CNC(=O)c3ccccc3)n2C)c1
    -5.8%, /
- COc1ccc(-c2csc(-c3cc4ccccc4oc3=N)n2)cc1
    -3.4%, 2

The list continues.
Fields: M. tuberculosis GlmU, Mtb RmlCD inh
- CCC(Sc1nc2ccccc2o1)C(=O)O (stereo unspecified)
    -6.2%, /
- O=C(OCCN1CCCC1=O)c1cc(F)c(F)c(F)c1F
    1.6%, 6
- CCc1nnc(NC(=O)CN2C(=O)CCC2=O)s1
    2.9%, -8
- COc1cc2c(C(=O)NCCCN3CCN(c4cccc(Cl)c4)CC3)cn(C)c(=O)c2cc1OC
    -1.8%, 5
- COc1ccc(S(=O)(=O)/N=C2/NC(=O)/C(=C/c3ccco3)S2)cc1
    12%, 3
- Cc1ccc(OCC(=O)N/N=C\c2cn(Cc3ccccc3)c3ccccc23)cc1C
    2.0%, 8
- O=C(NNC(=O)C(Cl)Cl)c1cnn(-c2ccccc2)c1C(F)(F)F
    5.8%, 6
- Cc1ccc(-n2cccc2C(=S)N=P(N(C)C)(N(C)C)N(C)C)cc1
    3.2%, 9
- CCOP(=O)(OCC)c1nc(-c2cccc3ccccc23)oc1N1CCOCC1
    1.8%, -1
- Cc1ccc(N(Cc2ccco2)C(=O)c2ccc(N3CCCCC3)c([N+](=O)[O-])c2)cc1
    -5.2%, 18

Other entries:
Fields: M. tuberculosis GlmU, Mtb RmlCD inh
- CC(C)(C)C(=O)NC1CCN(S(C)(=O)=O)CC1
    2.1%, /
- Cc1nnc(NC(=O)CSc2cn(CCNC(=O)c3ccccc3)c3ccccc23)s1
    -2.8%, /
- COc1ccc(N(CC(=O)Nc2cccc(N(C)S(C)(=O)=O)c2)S(=O)(=O)c2ccc(F)cc2)cc1
    6.9%, 5
- CC(=O)NC1=NN(C(C)=O)C(C)(c2cccs2)S1 (stereo unspecified)
    -2.3%, /
- CN(C)CCOCCOc1ccc(Cl)c2ccccc12
    -7.8%, -4
- COc1cc(OC)c2c(-c3ccccc3)cc(=O)oc2c1C(CCN1CCCCC1)c1ccc(N(C)C)cc1 (stereo unspecified)
    -8.4%, /
- Cc1ccc2cc(C)c3nnc(SCC(=O)NCc4ccco4)n3c2c1
    -1.1%, 10
- COc1ccc(NC(=O)/C(N=Nc2cc(S(=O)(=O)Nc3ccc(OC)cc3)ccc2OC)=C(\C)O)cc1
    -2.1%, 7
- COc1ccc(C)cc1NC(=S)NNC(=O)c1ccccc1Cl
    -2.5%, 11
- CCC1=Nc2cc(C(=O)NCC3CCCO3)ccc2Sc2ccc(Cl)cc21 (stereo unspecified)
    4.9%, 7

Further records:
Fields: M. tuberculosis GlmU, Mtb RmlCD inh
- Cc1ccc(-n2c3c(c(=O)[nH]c2=O)C(NS(=O)(=O)c2ccc(Cl)cc2)(C(F)(F)F)C(=O)N3)cc1 (stereo unspecified)
    2.0%, 18
- COc1ccc(-c2[nH]n(-c3ccc([N+](=O)[O-])cc3)c(=O)c2C=NCC2CCCO2)cc1 (stereo unspecified)
    -3.1%, -1
- COC(=O)c1cccc(NC(=O)CCCOc2ccccc2)c1
    0.1%, -8
- CSC1=NCCN1C(=O)COc1ccc2ccccc2c1
    1.1%, /
- O=C(/C=C\c1ccccc1OC(=O)c1ccccc1F)c1cc2ccccc2o1
    2.6%, -9
- CCOC(=O)C1CCCN(C(=O)c2ccc(Cl)c(S(=O)(=O)N3CCCCCC3)c2)C1 (stereo unspecified)
    0.8%, /
- O=C1CN(C(=O)CNCc2ccc(Cl)cc2)c2ccccc2N1
    -2.4%, 12
- COc1ccccc1C/C(N)=N/OC(=O)COc1ccc2ccccc2c1
    -2.3%, 4
- O=C1Nc2ccc(S(=O)(=O)N3CCCC3)c3ccc(S(=O)(=O)N4CCCC4)c1c23
    4.9%, 1
- CCOC(=O)c1cnn(-c2ccccn2)c1N
    1.6%, -6

Reformatted bar-delimited: 5 of the compounds above.
Structure | M. tuberculosis GlmU | Mtb RmlCD inh
COC(=O)c1cccc(NC(=O)CCCOc2ccccc2)c1 | 0.1% | -8
CSC1=NCCN1C(=O)COc1ccc2ccccc2c1 | 1.1% | /
O=C(/C=C\c1ccccc1OC(=O)c1ccccc1F)c1cc2ccccc2o1 | 2.6% | -9
CCOC(=O)C1CCCN(C(=O)c2ccc(Cl)c(S(=O)(=O)N3CCCCCC3)c2)C1 (stereo unspecified) | 0.8% | /
O=C1CN(C(=O)CNCc2ccc(Cl)cc2)c2ccccc2N1 | -2.4% | 12

Entries of single compounds from above:
`CSC1=NCCN1C(=O)COc1ccc2ccccc2c1` across the screens: M. tuberculosis GlmU = 1.1%; Mtb RmlCD inh = /
`CCOC(=O)C1CCCN(C(=O)c2ccc(Cl)c(S(=O)(=O)N3CCCCCC3)c2)C1` (stereo unspecified) across the screens: M. tuberculosis GlmU = 0.8%; Mtb RmlCD inh = /

(further entries)
Fields: M. tuberculosis GlmU, Mtb RmlCD inh
- CCCNC(=O)NC1CCCCCCC1
    4.3%, -4
- Cc1sc2c(c1C)c(=O)n(-c1ccc(F)cc1)c(=O)n2CC(=O)NCc1ccco1
    1.2%, /
- N#CC1=C(N)N(c2ccccc2)C(c2ccccc2)C1(C#N)C#N (stereo unspecified)
    -2.4%, 62
- CCOc1ccccc1CN1CCN(Cc2cc3ccccc3[nH]2)CC1CCO (stereo unspecified)
    4.3%, /
- C/C(=N\Nc1ccc(F)cc1)c1ccncc1
    -1.9%, 1
- Cc1cc(N2CCN(C)CC2)nc2ccc(NC(=S)NCCCN3CCN(C)CC3)cc12
    2.7%, 4
- CC(C)C[C@@H](CN(N=O)[C@@H](Cc1ccccc1)CN(C)N=O)N(CCc1ccccc1)N=O
    -5.0%, /
- CN1CCN(CCCNC(=O)Cn2nc(-c3ccccc3)ccc2=O)CC1
    1.0%, 9
- CC1(C)CC(=O)C=C(Nc2ccccc2NC(=O)c2cnccn2)C1
    2.1%, -7
- COCC(C)NC(=O)NC(=O)c1ccc(Cl)cc1 (stereo unspecified)
    -2.1%, -5

Later entries:
Fields: M. tuberculosis GlmU, Mtb RmlCD inh
- CC(/C=C/c1ccccc1)=N\NC(=O)CNC(=O)c1ccccc1Cl
    3.1%, -6
- CCOC(=O)c1cccc(COC(=O)c2cccc(-c3nnc(-c4ccccc4)o3)c2)c1
    3.8%, 3
- Oc1cccc(/C=N\Nc2nncc(-c3ccccc3)n2)c1
    -3.2%, -7
- Cc1ccc(C(=O)NNC(=O)C2CCN(S(=O)(=O)c3ccc(Cl)cc3)CC2)cc1
    6.2%, 6
- COC(=O)c1ccc(CSc2nnc(CNC(=O)c3cccs3)o2)o1
    0.8%, 6
- CC(=O)c1ccc(NC(=S)N2CCC(O)CC2)cc1
    0.1%, 6
- O=C(C1CCN(S(=O)(=O)N2CCOCC2)CC1)N1CCN(c2ccccc2)CC1
    0.7%, 5
- C=CCn1c(N)c(C(=O)OCCC)c2nc3ccccc3nc21
    -3.1%, /
- CC(C)C(=O)NCCn1ccc2ccccc21
    -1.3%, 4
- C/C(=N\NC(=O)C1CC1(c1ccccc1)c1ccccc1)c1cccc([N+](=O)[O-])c1 (stereo unspecified)
    4.5%, 29

Later entries
Fields: M. tuberculosis GlmU, Mtb RmlCD inh
- CCN1C(=O)CS/C1=N\S(=O)(=O)c1ccc(C)cc1
    -3.2%, 11
- CCn1nc(C(=O)NCCc2ccc(S(N)(=O)=O)cc2)c2ccccc2c1=O
    3.0%, /
- CCc1ccc(S(=O)(=O)Nc2cc(SCC(=O)O)c(O)c3ccccc23)cc1
    3.0%, 9
- O=C(Nc1ccc(Cl)c([N+](=O)[O-])c1)c1cnccn1
    2.5%, -7
- COC(=O)c1cc(N2C(=O)C3C(C2=O)C2(C)C=CC3(C)O2)ccc1Cl (stereo unspecified)
    2.5%, 8
- COc1ccc(N=C(N)SCc2ccccn2)cc1
    1.0%, 5
- CC(C)=CC(=O)Nc1nnc(-c2ccc(F)cc2)s1
    1.3%, 7
- CCOC(=O)C1=C(CN2CCSCC2)NC(=O)NC1c1cc(C)ccc1C (stereo unspecified)
    -0.3%, -1
- COC(=O)C(Cc1csc2ccc(Cl)cc12)NC(=O)c1ccc(Cl)cc1 (stereo unspecified)
    -1.6%, 7
- Cn1c(NC(=O)c2cccc(Cn3cc(Cl)cn3)c2)nc2ccccc21
    6.4%, 30

(list continues)
Fields: M. tuberculosis GlmU, Mtb RmlCD inh
- Cc1ccc2nc(SCC(=O)NC3CCCc4ccccc43)[nH]c2c1 (stereo unspecified)
    -2.9%, 1
- O=S(=O)(c1ccccc1)N1CCCCC1c1cccnc1 (stereo unspecified)
    -6.2%, /
- CN1CCN(c2ccc([N+](=O)[O-])c3no[n+]([O-])c23)CC1
    3.9%, -11
- Cn1ccc(-c2ccccc2)c(C#N)c1=O
    0.5%, 13
- CCc1nnc(NC(=O)C2CCCN2C(=O)Nc2ccccc2)s1 (stereo unspecified)
    -7.3%, 5
- O=c1[nH]c(N2CCOCC2)nc2c1CCCC2
    3.4%, /
- COc1ccc(-c2nc(C#N)c(NC(C)c3ccccc3)o2)cc1OC (stereo unspecified)
    /, 8
- Cc1ccc(S(=O)(=O)NC2(C(F)(F)F)NC(=O)N(C)C2=O)cc1 (stereo unspecified)
    3.6%, 9
- O=C(c1cccnc1)N1CCN(Cc2ccc3c(c2)OCO3)CC1
    -1.2%, 1
- Cc1ccc(C(=O)NCC(=O)Nc2cccc(C(F)(F)F)c2)cc1
    4.4%, -9

(cont.)
Fields: M. tuberculosis GlmU, Mtb RmlCD inh
- O=C(COc1ccc(Br)cc1)N(Cc1ccccc1)c1ccccn1
    0.7%, -9
- Cc1ccc(S(=O)(=O)NN2C(=O)c3ccccc3NC2c2cccc(O)c2)cc1 (stereo unspecified)
    3.6%, 9
- O=C(O)CC/C(=N\Nc1ccc(S(=O)(=O)N2CCOCC2)cc1[N+](=O)[O-])c1cccs1
    -7.6%, /
- CN1CCc2nc3ccc(F)cc3c(C(N)=O)c2C1
    -3.8%, 77
- CCCc1cc(=O)n2[nH]cnc2n1
    -3.3%, 12
- Cc1sc2ncnc(Nc3ccc(N4CCOCC4)cc3)c2c1-c1ccccc1
    1.6%, -11
- O=C(Nc1ccc(F)cc1)Oc1ccc[nH]c1=O
    -3.1%, -3
- C/C(=N/Nc1ccc(C(=O)O)cc1)c1ccc(O)c(O)c1O
    4.7%, -7
- COc1ccc(N2C(=S)N=C(Nc3ccccc3)C23CCCCC3)cc1
    /, -6
- Cn1cc([N+](=O)[O-])c(C(=O)N/N=C/c2ccc3c(c2)OCO3)n1
    7.3%, /

An excerpt. The share of hits here may be higher or lower than overall.
